HTRA1 inhibitor: HTRA1 (human) protease inhibition. AID 504803. inhibition, % at 5.96 µM. Q92743. hit rate 0.5% among 340,000. recombinant HTRA1, FP-rhodamine activity-based probe, fluorescence polarization; in the data active means inhibition above about 36%;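 further: 0% = enzyme with DMSO and 100% = wells lacking enzyme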
TCR CD3 inh: human TCR-CD3 binding inhibition. hit rate 0.37% among 360,000. inhibition, % at 9.4 µM. AID 651800. TAMRA-labeled TCR probe fluorescence, biochemical; in the data active means inhibition above about 19%;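 further: recombinant mutant TCR 2C K166C tagged with TAMRA read by polarization; 0% = receptor in buffer alone and 100% = receptor with positive control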
ABHD4 inh: inhibits mouse alpha/beta hydrolase domain 4; purified mABHD4, FP-Rh probe fluorescence polarization; inhibition, % at 8.92 µM; hit rate 0.54% among 370,000; AID 720543;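 active means inhibition exceeding the mean over every tested compound plus 3 SD, cut at about 30% in these data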;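 further: 0% = plate median of compound wells and 100% = S159A mutant with DMSO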
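Assay system: Wild-type mouse ABHD4 protein | Medium: HEPES pH 7.0 buffer, 150 mM NaCl, 0.01% Pluronic F-127 | Incubation: Enzyme–compound pre-incubation 45 min, then probe 60 min, both 25 °C | Technique: Fluorescence polarization with parallel and perpendicular emission, 525/598 nm | Evaluation: % inhibition of FP-Rh probe binding versus controls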
UHRF1 MBD2 ctr: human UHRF1 methylated DNA binding inhibitors; Q96T88; UHRF1 binding to methylated oligo, TR-FRET; inhibition, % at 4.4 µM; hit rate 0.75% among 370,000; AID 687016; in the data active means inhibition above about 21%;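 further: UHRF1 SRA domain binding a hemimethylated CpG hairpin DNA probe; 0% = median of test compound wells and 100% = reference inhibitor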
NPR1 activator: GC-A (human) enzyme activation | HEK293 GC-A cells, cGMP TR-FRET, EC30 ANP; 0% at EC30 ANP, 100% saturating ANP | activation, % at 10 µM | hit rate 0.14% among 370,000; in the data active means activation above about 40%
Target sequence (P16066 whole entry, looked up): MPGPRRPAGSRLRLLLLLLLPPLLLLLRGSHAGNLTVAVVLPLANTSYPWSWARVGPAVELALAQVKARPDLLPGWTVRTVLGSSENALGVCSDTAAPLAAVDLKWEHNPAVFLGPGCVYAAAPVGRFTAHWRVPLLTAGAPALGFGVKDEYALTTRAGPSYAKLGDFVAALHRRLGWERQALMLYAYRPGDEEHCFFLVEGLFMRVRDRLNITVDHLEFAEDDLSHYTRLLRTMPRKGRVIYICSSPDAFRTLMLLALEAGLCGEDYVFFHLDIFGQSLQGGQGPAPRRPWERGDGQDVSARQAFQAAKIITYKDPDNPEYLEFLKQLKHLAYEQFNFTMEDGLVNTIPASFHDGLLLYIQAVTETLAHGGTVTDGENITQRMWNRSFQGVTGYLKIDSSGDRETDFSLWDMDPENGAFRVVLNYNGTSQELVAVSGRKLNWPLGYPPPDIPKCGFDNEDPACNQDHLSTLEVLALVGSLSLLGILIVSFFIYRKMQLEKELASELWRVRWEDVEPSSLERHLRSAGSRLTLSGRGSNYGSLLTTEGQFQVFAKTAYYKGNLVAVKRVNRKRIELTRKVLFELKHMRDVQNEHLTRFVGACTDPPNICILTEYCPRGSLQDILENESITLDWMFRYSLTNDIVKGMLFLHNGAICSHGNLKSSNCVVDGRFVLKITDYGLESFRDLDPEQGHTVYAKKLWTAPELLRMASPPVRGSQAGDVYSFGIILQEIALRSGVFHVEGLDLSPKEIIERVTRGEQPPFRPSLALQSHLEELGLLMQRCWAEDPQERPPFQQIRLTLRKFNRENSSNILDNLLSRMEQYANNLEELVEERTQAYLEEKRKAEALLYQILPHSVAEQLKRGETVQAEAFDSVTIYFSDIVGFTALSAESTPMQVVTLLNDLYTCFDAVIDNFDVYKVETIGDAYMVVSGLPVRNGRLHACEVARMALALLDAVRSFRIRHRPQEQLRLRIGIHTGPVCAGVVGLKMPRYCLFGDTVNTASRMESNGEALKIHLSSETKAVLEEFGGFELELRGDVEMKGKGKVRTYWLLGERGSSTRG
rCAG binder: molecules binding r(CAG) RNA repeats; inhibition, % at 3 µM; hit rate 1.3% among 370,000; AID 651821; r(CAG) RNA repeat, TO-PRO-1 dye displacement fluorescence;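 active means inhibition above the plate cutoff, the mean of all test compounds on that plate plus 3 SD, cut at about 35% in these data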;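 further: 0% = DMSO alone and 100% = 100 µM mitoxantrone as full dye displacement; higher means more dye released from RNA so lower well fluorescence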
SIAE inh: human SIAE inhibition, primary screen | Q9HAT2 | SIAE FP-Rh probe binding, fluorescence polarization | inhibition, % at 9.66 µM | hit rate 0.69% among 370,000;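 active means inhibition above a cutoff: mean of compounds within the control limits plus 3 SD of those, cut at about 17% in these data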;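 further: 0% = plate median of compound wells and 100% = probe without SIAE protein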
GC-B act: GC-B (human) receptor activation; P20594; HEK293-GC-B cells, CNP EC30, cGMP TR-FRET; 0% at EC30 CNP, 100% saturating CNP; activation, % at 10 µM; hit rate 0.11% among 370,000;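 active means activation at 10 µM reaching about 35% in either raw or pattern-adjusted values, limit read from the data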
PRMT1 FP inh: inhibitors of human PRMT1. Q99873. recombinant PRMT1, activity-based probe fluorescence polarization. inhibition, % at 2.79 µM. hit rate 1.3% among 370,000. AID 652257;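 active means inhibition above about 21% made by adding two undisclosed values, limit read from the data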
MBD2 DNA inh: inhibitors of human MBD2 binding to methylated oligonucleotide. TR-FRET. Q9UBB5. inhibition, % at 4.4 µM. hit rate 0.31% among 370,000; in the data active means inhibition above about 13%
Numbers without * were called inactive; x = no result given; & = joins results of further samples. This is a subset. The share of hits here may be higher or lower than overall.

SMILES	HTRA1 inhibitor	TCR CD3 inh	ABHD4 inh	UHRF1 MBD2 ctr	NPR1 activator	rCAG binder	SIAE inh	GC-B act	PRMT1 FP inh	MBD2 DNA inh
CCN1CCN(Cc2ccc(NC(=O)c3ccc(C)c(NC(=O)c4cccc5[nH]ccc45)c3)cc2C(F)(F)F)CC1	-42&-24	3&1	-1&-4	16&-3	-4&-1	14&2	-2&-11	-5&-5	-5&-1	2&-2
Cc1ccc(NS(=O)(=O)N(C)C)cc1	-2	1	-1	1	-8	2	-4	-2	-3	-1
C[C@@H]1CN([C@@H](C)CO)C(=O)c2cc(NC(=O)Nc3cccc4ccccc34)ccc2O[C@@H](C)CCCCO[C@H]1CN(C)C(=O)c1ccccc1	-15	-5	7	5	0	17	9	2	1	5
COc1cc(CN2CCN(S(=O)(=O)c3ccc(F)cc3)CC2)cc(OC)c1OC	1	0	10	0	2	-7	-4	2	0	4
CCOC(=O)c1ncn2c1[C@@H]1CCNC1C(=O)c1cc(OC)ccc1-2 (stereo partly specified)	4	2	1	0	6	2	7	7	-1	3
Cc1nn(CC(C)C)c(=S)[nH]c1=O	-5	-2	0	-2	4	1	9	-7	-1	-5
CCCNC(=O)C(Cc1ccc(C(F)(F)F)cc1)NC(=O)c1ccc(C#N)cc1 (stereo unspecified)	-1	5	2	10	2	-1	-2	6	-1	2
Cc1cc(C)cc(N=C2NC(=O)/C(=C/c3cccs3)S2)c1	-63	2	-34	0	-3	21	-4	4	4	3
COC(=O)[C@H](CC(C)C)NC(=O)Cn1cnc2c(NCc3ccccc3)ncnc21	3	-2	5	0	1	1	0	0	1	1
O=c1c2ccccc2nc(COc2ccccc2)n1/N=C/c1c[nH]c2ccccc12	-1	4	-5	-4	-1	2	-2	-2	-2	-1
Cc1cc(C)c(C#N)c(N2CCCC(C(N)=O)C2)n1 (stereo unspecified)	-1	-4	-1	6	2	-3	-1	-5	0	-1
O=[N+]([O-])c1nc2ccccc2[nH]1	-2	-5	2	4	-1	0	0	2	2	-2
Cc1ccc(S(=O)(=O)N(C)C[C@@H]2OCc3cnnn3CCCC(=O)N([C@@H](C)CO)C[C@@H]2C)cc1	6	-4	5	1	1	-1	-1	1	3	3
Cc1cc(C)c2nc(SCC(=O)Nc3ccc(S(=O)(=O)N4CCCC4)cc3)c(C)cc2c1	-60	8	-10	-2	0	10	-61	5	0	1
COc1ccc(-c2nnc(SCC(=O)N(C)C3CCS(=O)(=O)C3)n2CC(C)C)cc1 (stereo unspecified)	-2	5	1	-1	-5	3	-4	3	-1	-1
COCC(=O)N[C@H]1C=C[C@@H](CC(=O)NCc2ccccc2OC)O[C@@H]1CO	x	-2	-3	-1	2	2	2	-1	3	-2
O=C(/C=C/c1ccco1)NC(=S)Nc1nc(-c2ccc(Cl)cc2)cs1	-30	-1	-1	2	2	15	-5	-3	8	1
Cc1ccc(S(=O)(=O)N2CCCCC2)cc1NC(=O)CCNC(=O)c1ccc([N+](=O)[O-])cc1	-2	-3	2	5	-3	8	5	1	2	5
CN(C)/C=N/c1ncc(C(=O)c2ccc(Cl)cc2)s1	8	-3	3	-2	7	1	3	-4	0	0
O=C(CCNC(=O)c1ccc([N+](=O)[O-])cc1)N/N=C/c1ccc(F)cc1	-4	7	-5	1	1	-2	-4	4	0	-1
CC(C)(C)c1ccc(OCCC(=O)OCC(=O)Nc2ccc(N3CCOCC3)cc2)cc1	-2	3	-1	1	3	-3	1	3	-2	1
Cc1cccc(NC(=S)N2CCCN(c3ncccc3[N+](=O)[O-])CC2)c1	5	9	6	-1	-6	-1	12	-5	0	-1
Cc1cc(C)c(C)c(S(=O)(=O)N2CCCN(C)CC2)c1C	-5	-6	-2	3	1	-5	0	0	1	1
Cc1ccc(-c2nnn(CC(=O)N(CC(=O)NC3CCCC3)c3cnc4ccccc4c3)n2)o1	-5	-2	3	12	-1	3	-3	0	-5	4
CCNC(=O)O/N=C(\C)c1sc(-c2ccc(Cl)cc2)nc1C	-12	-1	-28	3	6	0	-13	0	-2	-2
Next section
SMILES	HTRA1 inhibitor	TCR CD3 inh	ABHD4 inh	UHRF1 MBD2 ctr	NPR1 activator	rCAG binder	SIAE inh	GC-B act	PRMT1 FP inh	MBD2 DNA inh
O=C(C1CCN(S(=O)(=O)c2ccc(Cl)s2)CC1)N1CCN(c2ccccc2)CC1	-6	5	-6	0	2	-3	-1	0	-1	0
CC(=O)Cn1cnc2c(cnn2-c2ccccc2)c1=O	-7	2	-2	-2	-2	0	4	5	-2	3
CC(NC(=O)c1ccco1)C(c1cccs1)N1CCN(c2ccccc2F)CC1 (stereo unspecified)	-7	13	2	1	-4	-6	5	-8	0	-2
Cc1cccc(NC(=S)c2nc3ccccc3s2)c1	-12	-2	6	-1	0	9	2	-5	6	-1
Cc1cc(N2CCN(c3ccc(F)cc3)CC2)n2ncnc2n1	9	-3	-5	1	-2	0	5	-4	0	7
Cc1nnc(NC(=O)C2CCN(S(=O)(=O)c3ccc(Cl)cc3)CC2)s1	-2	4	-5	3	-6	1	-8	0	-5	0
CCN1C(c2ccc(F)cc2)=CS/C1=C(/C#N)c1nnc2n1-c1ccccc1SC2	-6	6	-4	-1	-6	3	-2	-2	3	1
O=C(CC(CC(=O)c1ccc(Cl)cc1)c1ccccc1C(=O)O)c1ccc(Cl)cc1	-7	3	-8	-1	-4	42*	5	-11	2	-3
COc1ccc(-c2cc(C(F)(F)F)n3nc(C(=O)N4CCN(C(=O)c5ccco5)CC4)cc3n2)cc1	1	3	3	0	8	1	5	20	3	1
COC(=O)[C@]1(Cc2ccccc2)N[C@H](CN(C)C(=O)Nc2ccc(F)cc2)[C@@H]2C(=O)N(C)C(=O)[C@@H]21	-4	1	5	-2	0	-1	4	-2	2	-1
CCOC(=O)C1CCN(C(=O)CSc2cc(=O)n(CC)c3ccccc23)CC1	4	0	-2	2	-1	-7	6	-3	-1	0
CN(C)c1ccc(CN2CCC(C(N)=O)CC2)cc1	-1	3	5	4	0	2	7	-2	7	3
CCOc1ccccc1C1CC(=O)NC2=C1C(=O)CC(C)(C)C2 (stereo unspecified)	5	-7	10	0	-3	-4	2	-4	2	3
Cc1ccc(CNS(=O)(=O)/C=C/c2ccc3c(c2)OCO3)cc1	-15	9	-5	1	-1	0	-1	-1	0	2
CCCC(=O)N1CCC1(C)C(=O)NCc1ccccc1SC (stereo unspecified)	x	0	0	0	-1	0	0	-4	-3	-2
O=C(COC(=O)c1cccc(S(=O)(=O)NCc2ccccc2)c1)c1ccc2c(c1)OCCO2	-46	-4	-47	6	-3	9	-30	7	4	1
COCCNC(=O)C(c1cccs1)N(CCc1ccccc1)C(=O)Cn1nnc2ccccc21 (stereo unspecified)	3	0	1	-1	-12	1	-3	-9	-1	-2
COC(=O)c1ccc(=O)n(Cc2ccco2)c1	6	-7	-4	-1	-1	8	-3	6	4	0
O=[N+]([O-])c1cc(Br)c(O)c(/C=N/Nc2nnnn2-c2cccc3ccccc23)c1	24	20*	39*	-2	1	92*	16	1	5	5
COc1cc(OC)c(OC)cc1CCC(C)NC(=O)Cc1ccccc1 (stereo unspecified)	3	1	5	0	-5	-2	10	-4	0	-4
COc1ccc(OC)c2c1sc(=NC(=O)c1ccco1)n2C	-22	-3	2	-2	9	4	-9	4	0	2
O=c1oc2ccccc2n1CCCOc1ccccc1	-5	6	-2	1	-5	0	7	-1	-2	6
COc1ccc(-c2nnn(CC(=O)N(CCO)C(C(=O)NC3CCCC3)c3ccncc3)n2)cc1 (stereo unspecified)	x	5	4	1	-1	1	4	0	-1	-2
CCc1cccc(CC)c1NC(=O)COC(=O)CCc1cc(OC)c(OC)c(OC)c1	-3	-11	0	5	-3	-7	-6	-2	1	7
COc1cc(CCC(=O)OCC(=O)NC2CCCC(C)C2C)cc(OC)c1OC (stereo unspecified)	5	1	3	0	4	-10	-7	0	-3	1
Next compounds
SMILES	HTRA1 inhibitor	TCR CD3 inh	ABHD4 inh	UHRF1 MBD2 ctr	NPR1 activator	rCAG binder	SIAE inh	GC-B act	PRMT1 FP inh	MBD2 DNA inh
CC(=O)c1ccc(S(=O)(=O)Nc2cccc(-n3cnnn3)c2)cc1	-5	20*	-12	40*	5	18	1	-1	1	4
Cc1cccc(N2CCN(C(=O)c3cc(S(=O)(=O)N(C)C)ccc3Cl)CC2)c1C	x	x	11	1	-4	x	3	-3	3	2
NNC(=O)c1ccc(CSc2cccc3cccnc23)cc1	-10	-8	-16	-9	-5	9	-4	1	6	4
CCN(Cc1ccccc1)C(=O)C1CCCN(c2ncccn2)C1 (stereo unspecified)	x	x	-4	0	-1	-1	-3	-2	2	0
C=C(C)Cn1c2ccc(NC(=O)NCCc3ccccc3)cc2c(=O)n1C	x	1	5	-4	-1	2	7	-1	2	1
O=C(Cc1ccccc1F)Nc1nc(-c2ccc(F)cc2)cs1	-53	8	-28	-1	14	1	-26	7	1	0
COc1cccc(/C=N/NC(=O)CC(=O)NCCc2ccccc2)c1OC	4	5	6	0	0	-1	3	-1	1	4
COCCN(CC(=O)NCc1ccc(OC)cc1)C(=O)CCC(=O)Nc1nccs1	1	-4	-2	1	0	-3	-4	1	0	-4
CCCCCCC[N+](CC)(CC)CCCCc1ccc(Cl)cc1	3	0	-11	5	6	7	-9	8	5	8
C[C@H](/C=C/[C@@]1(O)[C@H](C)C[C@H](O)CC1(C)C)O[C@@H]1O[C@H](CO)[C@@H](O)[C@H](O)[C@H]1O	-6	-6	-8	-2	5	2	-10	-4	-3	-3
CCOC(=O)C1CCCN(C(=O)c2ccc(-c3ccc([N+](=O)[O-])cc3)o2)C1 (stereo unspecified)	1	0	17	4	2	11	-1	3	24*	0
CC(C)CCNc1nc(N)c([N+](=O)[O-])c(NCCO)n1	10	-4	-8	2	8	-4	-7	0	6	1
CC(C)(C)NS(=O)(=O)c1ccc2c(c1)oc(=O)c1cc(S(=O)(=O)NC(C)(C)C)ccc12	-4	-6	-1	-1	4	3	0	0	-2	-5
COc1ccc(C(=Cc2cc(OC)c(OC)cc2[N+](=O)[O-])C(=O)O)cc1	-1	1	-2	-5	2	5	4	1	-3	-5
O=C(CSc1nnnn1C1CCCCC1)N1CCN(C(=O)c2ccco2)CC1	-2	6	-5	-2	-1	-4	6	10	-5	1
CCCNC(=O)c1ccc2c(c1)ncn2-c1cc(C)cc(C)c1	-12	10	2	-3	3	-6	7	7	-4	1
COc1cc(C=O)ccc1OCc1c(C)noc1C	2	2	1	1	-4	-2	1	1	0	1
OCC[C@H]1C[C@@H](O)[C@H](O)[C@@]2(CCCc3ccccc3O2)O1	0	4	-1	-1	3	4	1	5	1	3
CC(C)Nc1nc(-c2cccnc2)nc(-c2ccccc2)c1C#N	-4	-5	-4	1	-2	2	-2	16	-4	-1
CC(C(=O)N=c1sc2ccccc2n1C)N1C(=O)C2CC=CCC2C1=O (stereo unspecified)	-2	-3	0	0	-5	2	-7	4	0	3
CCC1(C)CC(C(CC(=O)O)c2ccc(C)cc2)CCO1 (stereo unspecified)	-3	2	2	-2	2	2	11	-2	-1	-3

Screening results: PubChem BioAssay, several laboratories
